Source: PubChem BioAssay
GPR55 LPI antagonism: GPR55 antagonists blocking LPI-driven arrestin recruitment, primary screen, imaging, U2OS, beta-arrestin-GFP, LPI agonist (AID 2013). G-protein coupled receptor 55 (Homo sapiens). U2OS GPR55 beta-arrestin-GFP translocation imaging, LPI antagonism; higher % means a stronger effect. inhibition, % at 10 µM; hits with a dose series show IC50 in µM. 0.13% of 290,000 active;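 active means spots per cell inhibited over 60%, with over 100 cells counted and total cytoplasm intensity under 500,000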;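 further: U2OS cells stably carrying GPR55 and arrestin-GFP stimulated by 5 µM LPI near EC80; imaged beta-arrestin-GFP aggregate spots per cell after agonist stimulation; plate controls were LPI-stimulated DMSO wells for no effect and DMSO wells without LPI for full effect; some results filed as inactive read as strong as hits; confirmed hits need IC50 under 10 µM and bright autofluorescent wells are also inconclusive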
K1F lysis inhibition: inhibition of K1F phage lysis, E. coli UTI89, bacterial capsule biogenesis inhibitors, alamar blue (AID 488966) | E. coli UTI89 K1F phage lysis, alamar blue, 2 h; higher % means a stronger effect | one-dose inhibition, % at 100 µM; IC50 in µM for titrated hits | 0.02% of 340,000 active;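 active means phage lysis inhibition, versus mean bacterial control, above a set limit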;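 further: capsule biogenesis inhibitors block K1F phage lysis so surviving cells raise fluorescence; higher fluorescence means more inhibition of phage lysis; actives were called in the ten point dose series up to 300 µM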
PhoP inhibition: inhibitors of PhoP regulon expression, primary screen, Salmonella Typhimurium, GFP reporter (AID 1863). S. Typhimurium PhoP-regulated promoter GFP reporter, 4 h; higher % means a stronger effect. inhibition, % at 50 µM; hits with a dose series show IC50 in µM. 0.16% of 300,000 active;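 active means inhibition over 29.93%, a cutoff 3 SD above the screen mean, later confirmed by dose response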;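 further: 0% = low Mg2+ inducing control and 100% = high Mg2+ repressing control; strong numbers were not always called active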
NS5 inhibitors: Dengue-2 NS5 methyltransferase inhibitors, primary screen, biochemical, confirmation dose response (AID 588689); 0.3% of 340,000 active; inhibition, % at 25 µM; hits with a dose series show IC50 in µM; Dengue-2 NS5 methyltransferase capping enzyme assay, biochemical; higher % means a stronger effect; in the data active means a potency from the dose series
HIV fusion peptide: inhibitors of HIV fusion peptide binding, primary screen, biochemical, uHTS, fluorescence dequenching (AID 1986); 0.3% of 290,000 active; cell-free peptide binding, fluorescence dequenching, 30 min; higher % means a stronger effect; one-dose inhibition, % at 20 µM; IC50 in µM for titrated hits; in the data active means inhibition mostly above about 52%, no sharp cut-off; inactive means mostly below about 76%; further: some results filed as inactive read as strong as hits
Large T inhibition: SV40 large T antigen inhibitors, biochemical (AID 1903). SV40 large T antigen ATPase/helicase inhibition assay; higher % means a stronger effect. inhibition, % at 20 µM; hits with a dose series show IC50 in µM. 0.39% of 310,000 active; in the data active means a potency from the dose series; further: strong numbers were not always called active
GPR35 arrestin U2OS: GPR35 antagonists blocking zaprinast-driven arrestin recruitment, primary screen, imaging, U2OS, beta-arrestin-GFP, zaprinast agonist (AID 2058). one-dose inhibition, % at 10 µM; IC50 in µM for titrated hits. 0.052% of 290,000 active. G-protein coupled receptor 35 (Homo sapiens). U2OS GPR35 beta-arrestin-GFP translocation imaging, zaprinast antagonism; higher % means a stronger effect;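 active means inhibition of at least 50% with at least 30 cells and total cytoplasm GFP at most 10,000,000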
MgcRacGAP inhibition: MgcRacGAP GTPase-activating activity inhibitors, confirmation, biochemical, ADP Hunter fluorescence; Rac GTPase-activating protein 1 (Homo sapiens); MgcRacGAP-stimulated Rac1 GTP hydrolysis, ADP Hunter fluorescence; higher % means a stronger effect; GST-tagged Rac1 F28L mutant substrate; inhibition, % at 30 µM; hits with a dose series show IC50 in µM; 0.6% of 340,000 active; AID 624330, 2012;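 active means first-screen hits whose inhibition reached a set limit at any dose in the follow-up dose series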;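 further: fluorescence reports GDP produced by GAP-driven GTP hydrolysis; strong numbers were not always called active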
RSV CPE inhibition: RSV antiviral activity via CPE protection, HEp-2 cells, primary 10 µM value included (AID 2391); HEp-2 cells, RSV-induced CPE inhibition; higher % means a stronger effect; one-dose CPE inhibition, % at 10 µM; IC50 in µM for titrated hits; 0.13% of 310,000 active; in the data active means a potency from the dose series; further: strong numbers were not always called active
NS5 inhibitors pilot replicate: further read-out of NS5 inhibitors, marked with its call; inhibition, %; measured here: pilot screen replicate inhibition
* hit, by the source's call; . = no result given; [ ] = dose if it differs, or a comment.

SMILES	GPR55 LPI antagonism	K1F lysis inhibition	PhoP inhibition	NS5 inhibitors	HIV fusion peptide	Large T inhibition	GPR35 arrestin U2OS	MgcRacGAP inhibition	RSV CPE inhibition	others
CCCCCC(=O)N/N=C(\C)c1ccccn1	1.8%	-4.6%	11.1%	-2.4%	0.0%	-6.5%	6.4%	13.5%	0.8%
CCOC(=O)C1CCCN(C(=O)c2cccc(S(=O)(=O)N(Cc3ccccc3)c3ccccc3OC)c2)C1 (centres undefined)	.	-0.7%[50 µM]	-3.1%	5.1%	.	10.1%	.	13.3%	-1.7%
O=C1C=C(c2ccc(C(=O)O)cc2)C[C@@H](c2ccc(Cl)cc2)C1	.	-1.1%	.	-4.8%	.	.	.	5.7%	0.7%
O=C(CCCn1c(=O)[nH]c2ccsc2c1=O)N1CCN(Cc2ccc3c(c2)OCO3)CC1	13.0%	0.1%	-0.1%	-16.2%	2.1%	7.2%	-11.8%	1.4%	1.7%
Nc1ccc(-c2n[nH]c(=O)c3ccccc23)cc1N	16.7%	0.6%	13.3%	-8.2%	2.5%	2.5%	6.6%	14.6%	1.5%	NS5 inhibitors pilot replicate=-3.2
COc1ccc(CN2CCNC(=O)C2CC(=O)NC2CCOCC2)cc1C (centres undefined)	0.8%	0.9%[50 µM]	.	-2.6%	3.0%	.	-10.3%	5.1%	.
COc1ccccc1CNC(=O)CSc1ccc(-c2ccccn2)nn1	-4.5%	0.2%	3.3%	-0.3%	0.4%	4.7%	4.0%	14.1%	-1.2%
Cc1cc(C)nc(Nc2ccc(Cl)cc2C)n1	20.0%	0.1%	0.9%	2.0%	1.2%	6.0%	1.3%	4.7%	1.0%	NS5 inhibitors pilot replicate=-1.2
Cc1ccc(-n2c(SCC(=O)NC3CCS(=O)(=O)C3)nc3ccccc3c2=O)cc1 (centres undefined)	5.9%	-3.1%	-6.9%	-6.5%	-0.6%	6.6%	0.1%	9.8%	0.6%
Cc1noc(C)c1COC(=O)Cc1ccc(Br)cc1	2.6%	-0.1%	9.6%	-2.3%	-1.3%	7.9%	-11.7%	-5.7%	8.2%
C=CCn1cccc(C(=O)Nc2ccc(C)c(Cl)c2)c1=O	3.1%	2.3%[50 µM]	0.7%	-6.5%	0.5%	6.8%	10.0%	.	0.7%
CCN(CC)c1ccc(/C=C(\C#N)c2ccccn2)cc1	-13.8%	2.9%	-11.0%	.	19.5%	2.2%	15.1%	7.0%	22.0%
CN1CC(c2ccc(C#N)cc2)C2(COc3ccccc3C2=O)C12C(=O)Nc1ccccc12 (centres undefined)	1.1%	0.9%	-10.4%	4.1%	1.7%	16.1%	-8.4%	3.4%	3.8%
Cc1nc(N2CCN(c3ccccc3)CC2)[nH]c(=O)c1CCC(C)C	11.4%	-1.1%	-6.8%	4.9%	1.0%	6.8%	-15.4%	4.5%	1.7%
CCC(=O)N1CCN(c2ccc(Cl)cc2NC(=O)Cc2ccc(Cl)cc2)CC1	-2.4%	-1.3%	-5.4%	0.0%	-2.1%	15.1%	-1.5%	12.9%	0.5%
O=C(NC(=S)Nc1cccc(NC(=S)NC(=O)c2ccco2)n1)c1ccco1	1.1%	0.3%	6.7%	7.7%	0.1%	5.6%	9.3%	15.0%	0.2%
Cc1cccn2c(=O)c(/C=C(\C#N)C(N)=O)c(N3CCN(Cc4ccc5c(c4)OCO5)CC3)nc12	21.9%	-0.4%	1.2%	-11.1%	2.2%	11.6%	-19.0%	3.4%	2.8%
Cc1cc2c(N3CCCCC3C)ncnc2s1 (centres undefined)	-13.3%	-0.1%	1.9%	6.1%	2.4%	12.1%	-8.9%	4.8%	6.0%
Cc1nn(CCOc2ccccc2)c(=O)n1-c1ccc(F)cc1	1.6%	11.2%	36.5%	-1.8%	-0.9%	6.7%	-11.5%	3.4%	-1.2%
CCCNC(=S)N1CCN(CC)CC1	2.6%	3.6%	-8.5%	-5.9%	1.4%	7.7%	6.6%	23.4%	1.8%
CC(OC(=O)C1CC(=O)N(Cc2ccco2)C1)C(=O)Nc1ccccc1[N+](=O)[O-] (centres undefined)	.	0.6%[50 µM]	.	3.0%	.	.	.	1.9%	0.7%
CC(=O)NC1(c2ccccc2)CCN(Cc2nnnn2C(C)(C)C)CC1	-1.8%	5.6%	2.9%	-4.9%	-0.7%	7.1%	-12.1%	1.6%	0.4%
CC(=O)Nc1cc(C(=O)CSc2nnc(C3CC3)n2C2CC2)ccc1O	.	0.5%[50 µM]	.	3.0%	.	.	.	4.9%	1.5%
CCOC(=O)[C@@H]1C(c2c(OC)cc(OC)cc2OC)=NO[C@@H]1C(=O)OCC	-0.6%	5.3%[50 µM]	25.3%	-1.9%	0.0%	10.3%	-6.0%	3.7%	2.1%
Cc1ccc(-n2ncc3c(=O)[nH]c(SCC(=O)N4CCCC4)nc32)cc1C	-1.2%	-1.0%	-0.6%	4.2%	0.8%	5.0%	-7.3%	6.0%	2.0%

Next structures
SMILES	GPR55 LPI antagonism	K1F lysis inhibition	PhoP inhibition	NS5 inhibitors	HIV fusion peptide	Large T inhibition	GPR35 arrestin U2OS	MgcRacGAP inhibition	RSV CPE inhibition	others
Cc1ccc(S(=O)(=O)NCc2cccnc2)cc1C(=O)NC1CCCCC1	.	-0.1%[50 µM]	12.8%	5.1%	.	6.5%	.	-0.3%	-2.1%
CN(CCc1ccccn1)C(=O)CN(C)S(=O)(=O)c1ccc2c(c1)c(=O)n(C)c(=O)n2C	1.2%	3.8%	-5.8%	7.4%	0.9%	-0.5%	8.6%	-6.2%	-0.2%
CC(NC(=O)C(NS(=O)(=O)c1cccs1)C(C)C)c1ccc(S(N)(=O)=O)cc1 (centres undefined)	.	0.2%[50 µM]	.	-4.4%	.	.	.	7.4%	0.3%
NC(=O)c1ccc(NC(=O)C2CC2)cc1	4.0%	0.2%	-8.7%	-14.2%	0.2%	7.7%	7.3%	-4.4%	1.3%
CC(C)CN(C(=O)/C=C/c1nc2ccccc2s1)C1CCS(=O)(=O)C1 (centres undefined)	.	0.8%[50 µM]	-1.6%	3.6%	.	8.2%	.	6.1%	-0.3%
CC(=O)c1ccc(S(=O)(=O)N2CCC(c3nnc(SCCN4CCCC4)n3C)CC2)cc1	9.5%	-0.1%	5.9%	-7.5%	0.6%	-3.5%	0.9%	6.8%	0.4%
CC(C)Cc1nnc(NC(=O)CCC(=O)N2CCCCC2)s1	6.0%	2.4%	-7.3%	2.7%	3.3%	18.9%	6.5%	11.0%	2.1%
CC1CCCN(CCCNC(=O)CN2C(=O)CSc3ccc(S(=O)(=O)N4CCOCC4)cc32)C1 (centres undefined)	5.4%	0.3%	-6.8%	1.8%	0.5%	5.0%	9.9%	7.0%	-0.1%
Cn1c(=O)c2[nH]c(C3CCCC3)nc2n(C)c1=O	.	3.0%	4.2%	-0.7%	.	9.6%	.	-6.3%	-1.0%
Cn1c(Cc2ccccc2)nnc1SCC(=O)NC1CC1	7.2%	0.3%	-3.5%	-0.7%	0.9%	5.0%	-4.3%	4.2%	2.4%
Cc1ccccc1C(=O)NC1CC2CCCC(C1)N2Cc1ccc(Cl)cc1 (centres undefined)	-1.4%	0.1%	-1.4%	0.6%	0.9%	2.4%	9.7%	8.0%	-0.7%
Cc1cc(C(=O)NCc2ccc(F)cc2)n(-c2ccccc2)n1	6.8%	0.0%	-8.7%	0.6%	-0.2%	10.1%	7.4%	12.3%	1.1%
O=C(O)CC(NNC(=O)c1ccccc1)C(=O)Nc1ccc([N+](=O)[O-])cc1 (centres undefined)	-3.8%	-0.4%	-2.4%	-16.0%	-1.2%	22.8%	-4.2%	-9.2%	0.8%
Cc1ccc(C)c(S(=O)(=O)N2CCCOC2CNC(=O)C(=O)NCc2ccncc2)c1 (centres undefined)	0.9%	-0.1%	-0.1%	0.0%	-2.0%	3.9%	-9.7%	3.9%	-0.3%
Cc1ccc(S(=O)(=O)N2CCN(CCNC(=O)C(=O)Nc3ccc(F)cc3)CC2)cc1	-4.1%	0.0%	-2.4%	-7.3%	0.8%	29.2%	3.7%	3.5%	0.7%
CC(=O)Nc1cccc(NC(=O)c2csc(C)c2)c1	6.6%	1.2%[50 µM]	0.1%	-4.6%	-1.1%	25.0%	-1.0%	8.7%	1.7%
COc1cc(OC)cc(C(=O)N=c2sc3ccccc3n2C)c1	-4.0%	-0.1%	-7.1%	6.2%	0.0%	17.6%	-4.3%	-6.2%	1.2%
Oc1[nH]c2ccccc2c1N=Nc1ncnc2c1oc1ccccc12	8.7%	-0.7%[50 µM]	-4.1%	.	1.2%	16.2%	-9.7%	.	0.4%
COc1ccc(/C=N/NC(=O)c2cccc([N+](=O)[O-])c2)cc1OS(=O)(=O)c1ccc(C)cc1	-2.3%	0.8%	-9.8%	-7.2%	-2.3%	1.2%	-8.2%	2.7%	3.1%
CCOC(=O)C(C)CC(C)C(=O)N1CCOCCN(C(=O)C(C)CC(C)C(=O)OCC)CCOCC1 (centres undefined)	-7.2%	-0.3%	-4.0%	-7.3%	3.0%	14.0%	4.7%	4.8%	3.3%
CCOc1ccc(CCNC(=O)CSC(=S)N2CCCC2)cc1OCC	.	-0.7%	10.5%	-2.2%	.	3.2%	.	6.8%	-0.2%

Of the compounds above, 6 contain an aryl methoxy group.
SMILES	GPR55 LPI antagonism	K1F lysis inhibition	PhoP inhibition	NS5 inhibitors	HIV fusion peptide	Large T inhibition	GPR35 arrestin U2OS	MgcRacGAP inhibition	RSV CPE inhibition	others
CCOC(=O)C1CCCN(C(=O)c2cccc(S(=O)(=O)N(Cc3ccccc3)c3ccccc3OC)c2)C1 (centres undefined)	.	-0.7%[50 µM]	-3.1%	5.1%	.	10.1%	.	13.3%	-1.7%
COc1ccc(CN2CCNC(=O)C2CC(=O)NC2CCOCC2)cc1C (centres undefined)	0.8%	0.9%[50 µM]	.	-2.6%	3.0%	.	-10.3%	5.1%	.
COc1ccccc1CNC(=O)CSc1ccc(-c2ccccn2)nn1	-4.5%	0.2%	3.3%	-0.3%	0.4%	4.7%	4.0%	14.1%	-1.2%
CCOC(=O)[C@@H]1C(c2c(OC)cc(OC)cc2OC)=NO[C@@H]1C(=O)OCC	-0.6%	5.3%[50 µM]	25.3%	-1.9%	0.0%	10.3%	-6.0%	3.7%	2.1%
COc1cc(OC)cc(C(=O)N=c2sc3ccccc3n2C)c1	-4.0%	-0.1%	-7.1%	6.2%	0.0%	17.6%	-4.3%	-6.2%	1.2%
COc1ccc(/C=N/NC(=O)c2cccc([N+](=O)[O-])c2)cc1OS(=O)(=O)c1ccc(C)cc1	-2.3%	0.8%	-9.8%	-7.2%	-2.3%	1.2%	-8.2%	2.7%	3.1%

Compounds were not picked by outcome, and some 1.5% of all compounds hit somewhere here.
